Compound activity deposited in PubChem by several laboratories.
Lmaj promast: reduces viability of Leishmania major promastigotes. inhibition, % at 10 µM. resazurin fluorescence viability. 200,000 tested, 9% active; in the data active = inhibition above about 50%;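 note: promastigotes grown with compound for 44 hours at 28 °C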
HMGR II inh: E. faecalis class II HMG-CoA reductase inhibition | inhibition, % at 10 µM | 190,000 tested, 0.41% active | purified E. faecalis HMGR, NADPH absorbance 340 nm kinetic | AID 1066;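 active = inhibition above a set limit, the median over all tested compounds plus 3 SD, cut at about 9.5% in these data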;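 note: enzyme runs in reverse so mevalonate oxidation gives rising NADPH absorbance; 0% = complete reaction with DMSO and 100% = background rate lacking mevalonate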
S1P3 antag: blocks the human S1P3 receptor; CHO S1P3 NFAT-BLA reporter, FRET fluorescence, antagonist mode; inhibition, % at 4.98 µM; Q99500; 170,000 tested, 0.27% active;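 active = inhibition above the plate cutoff, the mean inhibition of test wells on that plate plus 3 SD, cut at about 28% in these data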;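 note: cells challenged with S1P at its EC80 of 0.8 µM; blue over green emission ratio from cleaved BLA substrate after 4 h stimulation; 0% = S1P-stimulated wells and 100% = unstimulated DMSO-only wells; some compounds past the cut are filed as inactive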
PMI act hi M6P: activators of human phosphomannose isomerase at near-saturating mannose 6-phosphate; P34949; coupled PMI enzyme assay, resazurin fluorescence, 20 min; active compounds read high; 1 = untreated enzyme, 0 = substrate-free blank; activation factor at 20 µM; 190,000 tested, 0.34% active; AID 1216;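 active = activation factor of 2 or more at 20 µM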
Target sequence (P34949 whole entry, looked up): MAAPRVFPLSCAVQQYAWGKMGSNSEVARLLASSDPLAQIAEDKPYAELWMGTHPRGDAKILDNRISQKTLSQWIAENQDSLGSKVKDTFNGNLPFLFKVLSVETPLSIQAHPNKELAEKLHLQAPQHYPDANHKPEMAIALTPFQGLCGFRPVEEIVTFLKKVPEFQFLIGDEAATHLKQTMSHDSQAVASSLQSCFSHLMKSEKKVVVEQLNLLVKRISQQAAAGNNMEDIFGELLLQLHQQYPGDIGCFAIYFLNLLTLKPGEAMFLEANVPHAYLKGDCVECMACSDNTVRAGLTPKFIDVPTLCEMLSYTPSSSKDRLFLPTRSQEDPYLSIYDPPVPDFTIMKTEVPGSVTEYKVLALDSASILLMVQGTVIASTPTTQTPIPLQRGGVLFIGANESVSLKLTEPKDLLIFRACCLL
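Test system: human phosphomannose isomerase with PGI, G6PDH, diaphorase coupling enzymes; Amount: PMI at 15 ng/mL final; Reagent: Mannose-6-phosphate 1.0 mM (near-saturating) plus 0.22 mM NADP+; Timing: 20 min, room temperature; Technique: resorufin fluorescence at Ex 544/Em 590 nm; Dosing: 20 µM single dose.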
RAM inhibit: inhibitors of the yeast RAM network | AID 868 | inhibition, % at 50 µM | 190,000 tested, 1.8% active | S. cerevisiae dse1pr::URA3 reporter, 5-FOA growth OD615, 2 d; analog-sensitive cbk1-as2 kinase mutant strain;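 active = inhibition above a set limit, 3 SD over mean compound inhibition, cut at about 8.4% in these data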;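 note: 0% = DMSO-only wells with no growth and 100% = 10 µM 1-NA-PP1 full growth; inhibition rescues growth on 5-FOA so higher OD means more RAM inhibition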
Redox H2O2 prof: compounds producing H2O2 with reducing agent – biochemical, NIH compound library profiling, artefact control for MLSCN library redox annotation, primary screen; DTT-dependent redox cycling H2O2, phenol red/HRP absorbance; 100% = 100 µM peroxide control, 0% = buffer; activation, % at 10 µM; 200,000 tested, 0.03% active; AID 878;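 active = activation of at least 50% relative to the plate's high and low controls in the primary single-dose screen; inactive = activation below 50%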;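 note: compound incubated with DTT at 0.8 mM final as the reducing agent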
TNAP inh no acc: inhibitors of human TNAP without phosphate acceptor. 200,000 tested, 0.26% active. P05186. purified TNAP, CDP-star luminescence, 30 min. inhibition, % at 20 µM;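 active = tissue-nonspecific alkaline phosphatase inhibition above about 50% at 20 µM in the single-dose screen, limit read from the data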;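 note: 0% = DMSO negative control and 100% = EDTA positive control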
Target sequence (P05186 whole entry, looked up): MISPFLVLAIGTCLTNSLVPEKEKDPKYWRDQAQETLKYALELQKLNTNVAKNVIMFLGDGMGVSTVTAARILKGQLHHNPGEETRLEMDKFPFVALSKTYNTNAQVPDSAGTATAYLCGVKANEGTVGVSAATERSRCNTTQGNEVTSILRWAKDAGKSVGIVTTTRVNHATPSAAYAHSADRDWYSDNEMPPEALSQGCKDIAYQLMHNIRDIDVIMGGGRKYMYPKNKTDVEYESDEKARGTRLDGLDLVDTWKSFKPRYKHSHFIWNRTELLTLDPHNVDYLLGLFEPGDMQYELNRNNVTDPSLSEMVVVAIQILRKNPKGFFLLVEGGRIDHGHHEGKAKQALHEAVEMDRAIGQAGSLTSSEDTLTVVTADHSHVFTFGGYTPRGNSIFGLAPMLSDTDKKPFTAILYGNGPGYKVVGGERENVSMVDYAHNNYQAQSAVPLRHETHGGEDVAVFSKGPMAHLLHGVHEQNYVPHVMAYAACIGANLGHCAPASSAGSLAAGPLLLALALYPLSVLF
PMI act: increases human mannose-6-phosphate isomerase activity. activation factor at 20 µM. AID 1214. purified human PMI, coupled resazurin fluorescence, 20 min; active compounds read high; 1 = vehicle control, 0 substrate-free wells. P34949. 190,000 tested, 0.005% active;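 active = activation factor of 2 or more at 20 µM, relative to plate controls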
TNAP inh hi DEA: inhibitors of human TNAP at high phosphate acceptor concentration; P05186; purified TNAP, CDP-star luminescence, 1 M DEA; 200,000 tested, 0.03% active; inhibition, % at 20 µM;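 active = over 50% inhibition of tissue-nonspecific alkaline phosphatase at 20 µM in the single-dose screen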;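 note: plate controls were DMSO wells for no effect and EDTA-quenched wells as full inhibition for full effect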
Hsp70 act: Hsp70 transcriptional activation, primary screen; HeLa Hsp70 promoter luciferase reporter, luminescence; scaled: vehicle 0, proteasome-inhibitor control 100%; activation, % at 10 µM; 200,000 tested, 0.04% active;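 active = activation above the mean across all tested compounds plus 3 SD, cutoff set per campaign, cut at about 5.5% in these data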;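 note: 100% = MG132 at 30 µM as the positive control and 0% = DMSO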
Numbers without * were called inactive; · = not tested or not shown. The list is partial; count on the stated rates, not on these rows.

Under each structure – Lmaj promast	HMGR II inh	S1P3 antag	PMI act hi M6P	RAM inhibit	Redox H2O2 prof	TNAP inh no acc	PMI act	TNAP inh hi DEA	Hsp70 act
- Clc1ccc(N2CCN(Cc3ccccc3Cl)CC2)cc1
→ -4	-4	·	0.9	0.9	0.1	-16	0.9	-5	-0.3
- O=[N+]([O-])c1ccc(N2CCCCCC2)c2ncccc12
→ 22	1	-11	0.4	0.0	-0.1	25	0.6	28	-0.2
- CC(C)C12CN3CCN(CC(C3)/C1=N\O)C2
→ 0	0	·	1	1.8	2.3	-11	0.9	-4	-0.3
- O=[N+]([O-])c1ccc(N2CCCC2)c(F)c1Br
→ 36	-7	-2	0.9	1.2	-0.4	-7	1	8	-0.5
- COP(=S)(OC)SCN1C(=O)c2ccccc2C1=O
→ 15	2	-15	1	-0.6	1.6	-14	1	-2	0.2
- C[N+]1(CC2COC(c3ccco3)O2)CCCCC1 (centres undefined)
→ -2	-1	-5	1.1	0.8	0.5	-5	1.1	-3	0.3
- O=c1[nH]c(=O)n(C2CCCCC2)c(O)c1C=Nc1ccc(N2CCOCC2)cc1
→ -1	-1	-10	0.8	4.8	0.2	-13	1	-4	-0.1
- c1ccc(CCNCc2ccccc2)cc1
→ 12	-1	2	1	1.9	-0.1	-10	0.9	0	0.2
- CCN1CCC2(CC1)NC(=O)c1ccccc1O2
→ -3	-7	5	1	0.2	1.3	-8	1.1	-4	0.2
- CN(C)C(=O)Oc1ccc2ccccc2c1Cl
→ -1	-3	·	0.9	-1.3	0.1	9	1	0	0.0
- COc1cccc(C(=O)C2CN(C)CC2c2ccc(Cl)cc2)c1 (centres undefined)
→ 11	0	-16	1.1	1.9	-0.8	-2	1	-3	-0.2
- CCCCP(=O)(O)CCC(=O)O
→ -5	-2	-27	0.9	-0.6	-1.8	-9	0.9	-2	0.3
- COP(=O)(OC)C(NC(=O)C(C)(C)C)=C(Cl)Cl
→ 1	-1	·	1.1	-0.2	0.5	-1	1.1	-4	0.0
- C=CCn1c(O)c(C(C)=NCCCN2CCOCC2)c(=O)[nH]c1=O
→ 13	-3	·	1.1	0.8	2.0	-8	1.1	0	-0.1
- C=COCCn1c(C)c(C(=O)OCC)c2cc(O)ccc21
→ 14	-9	-18	0.8	0.1	3.0	-4	0.9	-6	-0.6
- CSC1=NP(=S)(SC)N2CCCC2=C1C#N (centres undefined)
→ -1	-1	-6	1	0.0	0.1	-6	1	-2	0.0
- COc1ccc(CN2C(=O)NC(=O)/C(=C\c3cccc(OC)c3OC)C2=O)cc1
→ 3	-2	-24	1.1	0.8	-0.6	-12	1	-6	0.1
- CCCCCCCSc1cc(OC)c(CCN(C)C)cc1OC
→ 100*	-2	·	1	-0.3	1.3	-11	0.9	-2	0.1
- COc1ccc(CCn2c(O)c(/C=N/NC(=O)c3ccncc3)c(=O)[nH]c2=O)cc1OC
→ -4	1	-1	1.1	1.1	0.3	-68	0.8	4	-0.1
- CC(=O)OC1(c2ccccc2)CCN(C)CC1(C)C (centres undefined)
→ -2	-3	-19	1	0.4	1.2	-10	1	-6	-0.2
- O=C1CCN(C(=O)CNC(=O)Cc2ccccc2)CC1
→ -11	-2	-12	1	0.0	-1.4	-12	0.9	-4	-0.3
- CCn1cc(CN2CCCC(C(=O)c3sccc3C)C2)cn1 (centres undefined)
→ 54*	2	2	0.9	0.1	-1.3	-13	0.9	-11	0.1
- [O-][n+]1onc2c1CCC1N(O)CCC21O (centres undefined)
→ -3	3	-1	1.3	-0.9	0.9	-14	1.2	-7	-0.3
- CN1CCN(C(=O)COc2ccc(S(=O)(=O)NCc3ccccc3)cc2Cl)CC1
→ 28	0	·	1	2.0	0.0	-6	0.9	-3	0.1
- CN1C(=O)CN=C(c2ccc(Cl)cc2)c2cc(Cl)ccc21
→ -1	-3	-2	1.1	-1.0	0.7	-6	1.1	-3	0.0
- Fc1ccccc1CCNCc1cccc2ccccc12
→ 77*	0	3	1	0.0	0.5	-2	1.1	4	-0.4
- CN(C)C(=O)Oc1c(Cl)cc(Cl)c2ccccc12
→ -4	2	·	1	0.1	0.2	-12	1	-2	-0.4
- CCC1CN(C)CCC1(OC(C)=O)c1ccccc1 (centres undefined)
→ -3	0	·	1.2	1.7	0.7	-10	1.1	0	-0.8
- Cc1ccc(CN2CCN(CC(=O)N3CCC4(CC3)OCCO4)C2=O)cc1
→ -7	1	·	1	-0.2	0.1	-7	1	2	-0.2
- Cc1cc(C=C2C(=O)N(C)C(=S)N(C)C2=O)c(C)n1-c1cccnc1
→ 36	-3	-5	0.3	0.9	-0.1	3	0.4	4	-0.3

Additional entries
| Molecule | Lmaj promast | HMGR II inh | S1P3 antag | PMI act hi M6P | RAM inhibit | Redox H2O2 prof | TNAP inh no acc | PMI act | TNAP inh hi DEA | Hsp70 act |
| --- | --- | --- | --- | --- | --- | --- | --- | --- | --- | --- |
| O=C(CNC(=O)OCc1ccccc1)NCC(=O)Nc1ccc(Br)cc1C(=O)c1ccccc1 | 70* | 1 | 7 | 1 | -0.5 | 0.3 | 17 | 0.9 | -6 | 0.0 |
| O=C(N/N=C/c1c(O)n(C2CC2)c(=S)[nH]c1=O)c1ccccc1O | -13 | 6 | -12 | 1.1 | 3.5 | 0.4 | -36 | 0.4 | 1 | -0.2 |
| COc1cc(CN2C(=O)NC(=O)C3(Cc4cc(C)ccc4N(C)C3)C2=O)cc(OC)c1 (centres undefined) | -7 | 2 | -14 | 1.8 | 0.2 | -2.6 | -8 | 1.4 | -2 | -0.2 |
| COc1ccc(NC(=S)NC(NC(=O)CF)C(Cl)(Cl)Cl)c([N+](=O)[O-])c1 (centres undefined) | 16 | 1 | -8 | 1 | 0.4 | 0.0 | 0 | 0.9 | 4 | -0.1 |
| O=c1[nH]c(=O)n(Cc2ccco2)c(O)c1/C=N/N1CCCCCC1 | -13 | -9 | 3 | 0.9 | 1.6 | -0.2 | -2 | 1 | -5 | -0.1 |
| COc1ccc(/C=C/C(=O)c2c(O)n(CCC3=CCCCC3)c(=O)[nH]c2=O)cc1 | 77* | -4 | -10 | 1 | 2.5 | 0.6 | -3 | 0.9 | 0 | -0.3 |
| CCCCCCC(N)CC(=O)O (centres undefined) | -4 | 3 | 5 | 1 | 0.9 | 1.6 | -11 | 1 | 0 | 0.1 |
| O=C1NC(=O)C(=CN2CCc3ccccc32)C(=O)N1 | -4 | 1 | -4 | 0.8 | 0.7 | -0.5 | -1 | 0.8 | 3 | -0.5 |
| Cc1cc(/C=C2\C(=O)NC(=O)N(c3ccc(Cl)cc3)C2=O)c(C)n1C | -2 | -4 | 5 | 1.2 | 1.6 | -0.4 | 11 | 1.3 | 1 | -0.2 |
| CN(C)CCN=Cc1c(O)n(Cc2ccco2)c(=O)[nH]c1=O | 0 | 4 | · | 1.1 | 2.4 | 2.4 | -8 | 1.1 | 0 | -0.2 |
| CC(=NCCO)c1c(O)n(C2CCCCC2)c(=O)[nH]c1=O | -3 | -5 | -6 | 0.8 | 2.0 | 2.5 | -12 | 0.9 | -5 | -0.4 |
| O=C(COc1ccccc1)N1CCN(C2CCCC2)CC1 | 85* | 0 | 4 | 1 | 0.7 | -0.1 | -7 | 0.9 | 2 | -0.1 |
| CC1(C)Cc2c(sc3c2C(=O)NC(c2cccnc2)N3)CO1 (centres undefined) | 0 | -1 | · | 1.4 | -0.6 | -0.3 | -12 | 1.1 | 1 | 1.2 |
| CCOCCCNC(=O)CN1C2CCC1CC(O)(c1ccc(OC)cc1)C2 (centres undefined) | -3 | 2 | 12 | 0.8 | -0.3 | 1.6 | -11 | 0.8 | -4 | -0.1 |
| O=C1NC(=S)NC(=O)C12C(c1ccccc1)NC(=S)NC2c1ccccc1 (centres undefined) | -4 | 1 | 0 | 1.2 | 0.4 | 0.9 | -7 | 1.1 | -6 | -0.5 |
| CC(CCc1ccccc1)NC(C)C(O)c1ccc(O)cc1 (centres undefined) | 89* | -7 | -7 | 1 | 0.4 | -0.6 | -8 | 1.1 | -2 | -0.1 |
| CCN(CC)CC(=O)Nc1ccc(Cl)cc1C(=O)c1ccccc1 | 14 | -3 | · | · | 1.4 | -0.2 | · | · | · | -0.2 |
| CC12CC(c3ccccc3O1)C(C(=O)OCc1ccccc1)C(=O)N2 (centres undefined) | 13 | -1 | · | 0.9 | 3.0 | -0.5 | -9 | 1 | -3 | -0.2 |
| Cc1ccc(CS(=O)(=O)CCC(=O)N2CCC3(CC2)OCCO3)cc1 | -4 | 6 | -2 | 0.9 | 1.1 | -0.5 | -13 | 0.9 | -7 | -0.3 |
| O=C(CCl)NCC1CCCO1 (centres undefined) | -15 | -4 | -2 | 1 | 0.6 | -1.1 | -16 | 1.1 | -5 | -0.1 |
| CCn1nc(-c2cccs2)nc2c(=O)n(C)c(=O)nc1-2 | · | 8 | 106* | 0.9 | 0.0 | · | 5 | 0.9 | 4 | · |
| CCc1cc2c(N3CCN(C)CC3)ncnc2s1 | 73* | -2 | · | 1.2 | 3.8 | 0.6 | -9 | 1.3 | -4 | -0.3 |
| Cc1ccsc1C(=O)C1CCCN(Cc2cnc(N(C)C)s2)C1 (centres undefined) | -3 | -2 | -2 | 0.9 | 0.4 | -0.1 | -6 | 1 | 0 | 0.3 |
| NNC(=O)c1ccc(Cl)cc1 | -7 | -3 | -17 | 1 | -1.0 | 0.8 | -12 | 1 | 0 | -0.3 |
| O=C1NC(=O)N(c2ccc3c(c2)OCO3)C(=O)/C1=C/c1ccc(N2CCCC2)o1 | -4 | 4 | 6 | 1 | 2.9 | -0.2 | 20 | 1 | 36 | -0.3 |
| CCCCn1c(=O)c(C(=O)Nc2nnc(C(C)C)s2)c(O)c2ccccc21 | -8 | -2 | -32 | 1.1 | 5.5 | -0.3 | -3 | 1 | -4 | -0.1 |
| Fc1ccc(C(OCCN2CCCC2)c2ccc(F)cc2)cc1 | 90* | -4 | 7 | 1.1 | 0.8 | -0.4 | -6 | 1.1 | -5 | -0.2 |
| C[C@H]1OC[C@@H](C[N+](C)(C)C)O1 | -6 | 0 | 5 | 1.3 | -0.3 | 0.4 | -5 | 0.8 | 1 | -0.1 |
| CC(=O)c1ccccc1NC(=O)C1C2CCC(O2)C1C(=O)O (centres undefined) | -5 | -2 | -5 | 1 | 0.4 | 1.9 | -9 | 0.8 | -5 | -0.4 |

Of the compounds above, these have a nitro group on carbon.
| Molecule | Lmaj promast | HMGR II inh | S1P3 antag | PMI act hi M6P | RAM inhibit | Redox H2O2 prof | TNAP inh no acc | PMI act | TNAP inh hi DEA | Hsp70 act |
| --- | --- | --- | --- | --- | --- | --- | --- | --- | --- | --- |
| O=[N+]([O-])c1ccc(N2CCCCCC2)c2ncccc12 | 22 | 1 | -11 | 0.4 | 0.0 | -0.1 | 25 | 0.6 | 28 | -0.2 |
| O=[N+]([O-])c1ccc(N2CCCC2)c(F)c1Br | 36 | -7 | -2 | 0.9 | 1.2 | -0.4 | -7 | 1 | 8 | -0.5 |
| COc1ccc(NC(=S)NC(NC(=O)CF)C(Cl)(Cl)Cl)c([N+](=O)[O-])c1 (centres undefined) | 16 | 1 | -8 | 1 | 0.4 | 0.0 | 0 | 0.9 | 4 | -0.1 |
